From PubChem BioAssay
IkB signaling = inhibitors of IkB signaling in ABC-DLBCL cells. ABC-DLBCL IkBa-CBG/CBR dual luciferase ratio, 4 h; response scale: scaled: untreated 0%, proteasome inhibitor 100%. Potency, µM (doses to about 57.1 µM), inactives show at the top dose IkBa stabilization activation. 110,000 tested, 0.04% active. AID 445; active = well fitted curve in the direction sought with a large enough effect in the signal ratio, not every such curve was filed as active; inconclusive = small, poorly fitted or top-dose-only effect, or a change in a side signal; the % refers to the signal ratio;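 note: the direction sought is a rising ratio; 0% = basal untreated cells and 100% = reference inhibitor full response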
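In this assay, an IκBα–CBG68 fusion accumulates when IKK-driven degradation is blocked; native CBR normalizes for cell number. OCI-Ly3 cells were treated 4 h with compound and doxycycline, then green and red light read after Chroma-Glo addition.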
Peg3 imprint = inducers of genomic imprint erasure in mouse ES cells. mouse ES Peg3-LacZ reporter, beta-gal luminescence, 40 h. Potency, µM (doses to about 60.7 µM), inactives show at the highest dose activity change, positive = activation, most hits filed as activators. 110,000 tested, 0.02% active;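 note: 0% = negative control wells on the plate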
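Readout: BetaGlo luminescence (5 min, room temp) for LacZ from the normally silent maternal Peg3 allele in female Peg3LacZ-Neo ES cells. Cells 300/well, 40 h, 37C, 5% CO2. Data normalized per plate to negative controls.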
p53ts 39C tox = cytotoxicity in p53ts cells at nonpermissive temperature | H1299-p53A138V viability at 39C, ATP luminescence, 24 h | Potency, µM (titrated, usually from 46.1 µM), without a hit: at the top dose activity change, negative = cell killing, actives largely listed as cytotoxic | 130,000 tested, 1.5% active | AID 902; note: nearly all actives have a fitted effect of over 55% in size
p53ts 32C kill = p53ts cell cytotoxicity, permissive temperature | H1299-p53A138V at 32C, ATP luminescence viability, 24 h | Potency, µM (doses to about 46.1 µM), for the others: at the highest dose activity change, negative = cytotoxicity, most hits filed as cytotoxic | 130,000 tested, 0.93% active;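 note: 0% = DMSO and -100% = full killing by reference compound; nearly all actives have a fitted effect of over 55% in size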
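H1299-p53 A138V cells (temperature-sensitive p53) exposed 24 h to up to 46 uM compound at 32C, where p53 is wild-type in conformation. Viability read as ATP luminescence and normalised to DMSO and 100 uM tamoxifen. AC50 fitted with the Hill equation.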
Active calls of the source: *; ? = inconclusive; / = not tested or not shown; [ ] = remark or other dose. Unless noted, calls come from the whole dose curve; as a rule, active = well fitted curve in the direction sought with a large enough effect; inconclusive = small, poorly fitted or top-dose-only effect, or another doubt; inactive = no such curve, though single readings can be large; an effect the other way counts as inactive or inconclusive. Unless noted, % is set by controls: 0 for no effect and ±100 for the full control effect; potency is the fitted concentration of half-maximal effect.

(1) CCCc1[nH]nc2c1C(c1ccc(O)c(OC)c1)C(C#N)=C(N)O2 (stereo unspecified)
(2) c1cncc(CNCc2cccnc2)c1
(3) CCOC(=O)c1ccc(COc2nc3ccccc3nc2-c2ccccc2NC(C)=O)o1
(4) COCCNC(=O)C(c1ccccc1C)N(CCOC)C(=O)Cn1nnc2ccccc21 (stereo unspecified)
(5) CCN1C(=O)c2ccccc2S(=O)c2ccc(C(=O)NCCCN3CCCC3=O)cc21 (stereo unspecified)
(6) Cc1ccc(CNC(=O)Nc2cc(C(=O)NCc3cccc(F)c3)ccc2N2CCCC2)cc1
(7) CC(=O)N1CCc2cc(S(=O)(=O)NC(CC(C)C)C(=O)NCCc3cccc(C)c3)ccc21 (stereo unspecified)
(8) COc1cccc(OCC(=O)NC2CC(=O)N(c3cccc(OC)c3)C2)c1 (stereo unspecified)
(9) CC(C)P(=O)(Cc1cccc(C#N)c1)C(C)C
(10) O=C(O)c1cc(N=Nc2ccc([N+](=O)[O-])cc2)ccc1O
Compound | 1 | 2 | 3 | 4 | 5 | 6 | 7 | 8 | 9 | 10
IkB signaling | 2.6% | -0.4%[11.4 µM] | 0.8% | 2.0% | -1.9% | 0.7% | -0.1% | -0.3% | 3.0% | ?
Peg3 imprint | -7% | 13%[10.9 µM] | 7% | / | -7% | -18%[10.9 µM] | 2%[10.9 µM] | -8%[10.9 µM] | -7% | -62%[inhibitor][10.9 µM]
p53ts 39C tox | -23% | 1%[9.22 µM] | 15% | 1% | 4% | -7% | 7% | 29% | 4% | -7%[9.22 µM]
p53ts 32C kill | 14% | -4%[9.22 µM] | 3% | 0% | -1% | -3% | 10% | 6% | -4% | -6%[9.22 µM]

(11) COc1cc(-c2nnc3sc(-c4ccco4)nn23)cc(OC)c1OC
(12) CN(C)S(=O)(=O)N(CC(=O)NCc1ccccc1)c1ccccc1
(13) Cc1nc(-n2nc(C)c(Cc3ccccc3Cl)c2C)sc1C(=O)N1CCCCC1C (stereo unspecified)
(14) C=CCC1CCCCC12NC(=O)NC2=O (stereo unspecified)
(15) Cn1cccc1C(=O)N1CCC2(CCCN(Cc3ccncc3)C2)CC1
(16) COc1cc(-c2noc(-c3ccc(N4CCN(C)CC4)c([N+](=O)[O-])c3)n2)cc(OC)c1OC
(17) COCC(COCCCNC(=O)Nc1ccc(Br)cc1)OC (stereo unspecified)
(18) c1ccc2c(c1)nc(NC1CCCCC1)c1nncn12
(19) CCC(CC)c1nn2cc(-c3ccccc3)nc2s1
(20) CCN(CCCNC(=O)c1cc2cc3cc(OC)ccc3nc2s1)c1cccc(C)c1
Compound | 11 | 12 | 13 | 14 | 15 | 16 | 17 | 18 | 19 | 20
IkB signaling | 0.3% | 0.8% | ? | 0.1% | 1.7%[11.4 µM] | 0.8% | -2.1% | 0.2% | 3.7% | ?
Peg3 imprint | -9% | -9% | -16%[10.9 µM] | 11% | / | -2%[10.9 µM] | ? | -6% | -32%[inhibitor][10.9 µM] | 9%[10.9 µM]
p53ts 39C tox | -1% | 0% | 13% | 0% | 9% | 2% | 5% | -5% | 6.3µM* | 2%
p53ts 32C kill | 0% | -8% | -6% | -5% | -1% | -11% | 3% | 4% | 5µM* | -3%

(21) COc1ccc(-c2nc3c(c(SCC(=O)N(C)c4ccccc4)n2)Cc2cc(C)ccc2O3)cc1
(22) COc1cccc(-c2nc(Nc3ccncc3)c3ccccc3n2)c1
(23) O=C(Nc1ccc(S(=O)(=O)N2CCOCC2)cc1)C1CCCCC1
(24) Nc1c(-c2nc(-c3ccccc3)no2)nnn1CC(=O)Nc1cccc(F)c1
(25) COc1ccc(N2CCN(C(=O)C(CC(C)C)NS(=O)(=O)c3ccc4nc(C)sc4c3)CC2)cc1 (stereo unspecified)
(26) COc1ccccc1N1CCN(CCCNC(=O)Nc2ccccc2)CC1
(27) CN1CCN(S(=O)(=O)c2ccc(NC(=O)c3ccco3)cc2)CC1
(28) Cc1cc(C)cc(-c2nc(-c3ccncc3)no2)c1
(29) COC(=O)[C@H](C)NC(=O)Nc1ccc(S(N)(=O)=O)cc1
(30) CNC(=O)c1ccc2c(c1)N(Cc1cc(C)ccc1C)C(=O)c1ccccc1S2
Compound | 21 | 22 | 23 | 24 | 25 | 26 | 27 | 28 | 29 | 30
IkB signaling | 0.8% | -9.4%[11.4 µM] | -3.6% | ? | 0.3% | 1.7% | 2.7% | -4.6% | -1.6% | 1.8%
Peg3 imprint | -14%[10.9 µM] | / | -22% | -10%[10.9 µM] | 7%[10.9 µM] | -9% | 17% | -20% | -14% | -13%[10.9 µM]
p53ts 39C tox | -27% | -13% | 7% | ? | -6% | 22% | 12% | 0% | 1% | -5%
p53ts 32C kill | -13% | ? | 1% | 8% | 12% | 0% | 10% | -12% | 5% | 14%

(31) COc1ccccc1NC(=O)CSc1nc(O)cc(=O)[nH]1
(32) CCCOc1ccc(NC(=O)CC2C(=O)N(c3ccccc3)C(=O)N2Cc2ccc(F)cc2)cc1 (stereo unspecified)
(33) CN(C)c1ccc(-c2nc(N(C)Cc3ccco3)c3ccccc3n2)cc1
(34) COC(=O)c1ccc2c(=O)n3nc(Nc4cc(OC)ccc4OC)sc3nc2c1
(35) CCCn1c(SCC(=O)Nc2nc(C)c(C(=O)OC)s2)nnc1C(C)C
(36) CCCNc1ncnc2[nH]ncc12
(37) Cc1ccc(CN2CCSc3ccc(C(=O)N4CCN(c5ccccc5)CC4)cc32)cc1
(38) COc1ccc(-c2c3c(=O)n(C)c(=O)n(C)c3cn2-c2cc(OC)ccc2OC)cc1
(39) Cc1cc(-c2ccc(C)c(S(=O)(=O)N(C)c3ccc(C)c(C)c3)c2)on1
(40) COC(=O)c1ccccc1NC(=O)Cn1ncc2c(C)n(Cc3ccc(F)cc3)c(C)c2c1=O
Compound | 31 | 32 | 33 | 34 | 35 | 36 | 37 | 38 | 39 | 40
IkB signaling | 14% | 1.5% | -5.0%[11.4 µM] | ? | -1.4% | -0.7%[11.4 µM] | ? | -2.3% | ? | -0.5%
Peg3 imprint | 2% | 4%[10.9 µM] | -24% | 15%[10.9 µM] | -11% | -12%[10.9 µM] | -11%[10.9 µM] | -14% | -18%[10.9 µM] | -9%[10.9 µM]
p53ts 39C tox | -2% | -15% | ? | 20% | 1% | -13%[9.22 µM] | 6% | 5% | -12% | -3%
p53ts 32C kill | 9% | -1% | ? | 7% | -7% | -8%[9.22 µM] | 15% | 1% | -12% | 1%

(41) CCCCc1cc(=O)oc2cc(OCc3nn[nH]n3)c(Cl)cc12
(42) CCn1cc(C(=O)NCC2CCCO2)c2cc(OC)c(OC)cc2c1=O (stereo unspecified)
(43) CSc1cccc(NC(=O)c2cccc(N3CCCS3(=O)=O)c2)c1
(44) CCCCn1c(SCC(=O)Nc2nnc(C)s2)nc2c1c(=O)n(C)c(=O)n2C
(45) Nc1cccc([N+](=O)[O-])c1
(46) Cc1ccccc1Nc1cc(C(=O)NCCCN2CCN(c3cccc(Cl)c3)CC2)c2ccccc2n1
(47) CCN(CC)c1ccc(NC(=O)Cn2nc(C)n3cccc3c2=O)c(C)c1
(48) Cn1c(CNC(=O)Cc2ccc3c(c2)OCO3)nnc1SCc1ccccc1
(49) CN(C)C(=O)c1ccc(-c2nc(NC3CCNCC3)c3ccccc3n2)cc1
(50) N#Cc1c(NC(=O)c2nc3ncccn3n2)sc2c1CCCCC2
Compound | 41 | 42 | 43 | 44 | 45 | 46 | 47 | 48 | 49 | 50
IkB signaling | 0.8% | -1.0% | ? | -0.3% | 0.3% | ? | 13% | 0.1% | 0.9%[11.4 µM] | 0.9%
Peg3 imprint | -9% | -4% | -10%[10.9 µM] | 2% | -2% | -16%[10.9 µM] | -14%[10.9 µM] | -6% | -10% | -12%
p53ts 39C tox | -2% | -2% | -22% | 4% | 4% | -10% | -16% | 4% | -14% | 13µM*
p53ts 32C kill | 12% | -9% | -16% | -1% | 0%[1.84 µM] | -6% | 3% | 9% | -5% | 13µM*

(51) COc1ccc(/C=C(/C#N)c2nc(-c3cc4ccccc4oc3=O)cs2)cc1
(52) Cc1cc(Nc2ccccc2C)c2cccc(C)c2n1
(53) CCOC(=O)c1c(NC(=O)COC(=O)Cn2cnc3ccccc32)sc(C)c1C
(54) Cc1ccccc1OCCCn1c(-c2ccc(Cl)cc2)nc2ccccc2c1=O
(55) CCc1ccccc1NC(c1nnc(-c2cccc(F)c2)o1)c1ccc(F)cc1Cl (stereo unspecified)
(56) CCc1ccccc1NC(=O)Cn1c(=O)n(Cc2ccc(OC)cc2)c(=O)c2oc3ccccc3c21
(57) CN(C)CCSc1nc(N)c2c3c(sc2n1)CN(C)CC3
(58) CC1CCN(C(=O)CCNS(=O)(=O)c2ccccc2)CC1
(59) COc1ccccc1N1CCN(S(=O)(=O)CCNC(=O)C2CC(=O)N(c3ccccc3)C2)CC1 (stereo unspecified)
(60) Cc1ccccc1CSc1nc2c([nH]c3ccccc32)c(=O)n1-c1ccccc1
Compound | 51 | 52 | 53 | 54 | 55 | 56 | 57 | 58 | 59 | 60
IkB signaling | 17% | -2.9% | -0.9% | 5.6% | ? | -2.0% | -2.9% | 0.2% | 1.4% | -6.4%
Peg3 imprint | -3%[10.9 µM] | -21%[10.9 µM] | 5% | 8%[10.9 µM] | -3%[10.9 µM] | -9%[10.9 µM] | -17% | -1% | -13%[10.9 µM] | 6%[10.9 µM]
p53ts 39C tox | -8% | ? | -2% | 31%[activator] | -1% | -4% | 8% | -9% | 5% | -3%
p53ts 32C kill | 9% | -10% | -2% | 5% | 17% | 9% | 4% | -9% | -4% | 6%

(61) CCn1cc(C(=O)NCCCN2CC(C)CC(C)C2)c2cc(OC)c(OC)cc2c1=O (stereo unspecified)
(62) CCN(CC)CCOc1ccc(Br)cc1
(63) CCOc1ccccc1CNC(=O)C1CCN(S(=O)(=O)c2c(C)noc2/C=C/c2ccc(C)cc2)CC1
(64) CCC1C(=O)N=C(SCC(=O)Nc2ccccc2)NC1=O (stereo unspecified)
(65) COc1ccc(NC(=O)c2c(NC(=O)CNCc3ccco3)sc3c2CCC3)cc1
Compound | 61 | 62 | 63 | 64 | 65
IkB signaling | -0.5% | -1.4% | -0.8% | / | 4.7%
Peg3 imprint | -17% | -16% | -6%[10.9 µM] | / | -12%
p53ts 39C tox | -6% | 5% | -10% | 5% | 6%
p53ts 32C kill | -5% | -4% | 2% | -9% | 16%

Complete entries as entered above:
Cc1nc(-n2nc(C)c(Cc3ccccc3Cl)c2C)sc1C(=O)N1CCCCC1C (stereo unspecified) in the list: IkB signaling = ?; Peg3 imprint = -16%[10.9 µM]; p53ts 39C tox = 13%; p53ts 32C kill = -6%
Cc1cc(C)cc(-c2nc(-c3ccncc3)no2)c1 in the list: IkB signaling = -4.6%; Peg3 imprint = -20%; p53ts 39C tox = 0%; p53ts 32C kill = -12%
CCCCn1c(SCC(=O)Nc2nnc(C)s2)nc2c1c(=O)n(C)c(=O)n2C in the list: IkB signaling = -0.3%; Peg3 imprint = 2%; p53ts 39C tox = 4%; p53ts 32C kill = -1%

Gathered by group: those above with fluorine
(6) Cc1ccc(CNC(=O)Nc2cc(C(=O)NCc3cccc(F)c3)ccc2N2CCCC2)cc1
(24) Nc1c(-c2nc(-c3ccccc3)no2)nnn1CC(=O)Nc1cccc(F)c1
(32) CCCOc1ccc(NC(=O)CC2C(=O)N(c3ccccc3)C(=O)N2Cc2ccc(F)cc2)cc1 (stereo unspecified)
(40) COC(=O)c1ccccc1NC(=O)Cn1ncc2c(C)n(Cc3ccc(F)cc3)c(C)c2c1=O
(55) CCc1ccccc1NC(c1nnc(-c2cccc(F)c2)o1)c1ccc(F)cc1Cl (stereo unspecified)
Compound | 6 | 24 | 32 | 40 | 55
IkB signaling | 0.7% | ? | 1.5% | -0.5% | ?
Peg3 imprint | -18%[10.9 µM] | -10%[10.9 µM] | 4%[10.9 µM] | -9%[10.9 µM] | -3%[10.9 µM]
p53ts 39C tox | -7% | ? | -15% | -3% | -1%
p53ts 32C kill | -3% | 8% | -1% | 1% | 17%
